Source: PubChem BioAssay (National Center for Advancing Translational Sciences (NCATS))
KB-V1 MDR tox: kills drug-selected multidrug resistant KB-V1 cells. KB-V1 MDR cells viability, CellTiter-Glo, 72 h. Potency, µM (top dose mostly 46.1 µM), inactives show at the top dose activity change, negative = cytotoxicity, most hits filed as cytotoxic. actives 3.4% (n = 400,000); further: potency means the concentration at half of the fitted maximal effect; on the % scale 0 is the no-effect control and ±100 the full control effect; nearly all actives have a fitted effect of over 60% in size
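Drug-selected KB-V1 cells, grown in DMEM lacking phenol red with 10% FBS, receive compound titrations; after three days at 37 degrees C, surviving cell ATP is quantified by CellTiter-Glo luminescence and responses normalized and curve-fitted.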
ATXN2 expr inh: ATXN2 expression inhibition. HEK-293 ATXN2-luciferase reporter, luminescence, 24 h. Potency, µM (series often up to 57 µM), without a hit: top-dose activity change, negative = inhibition, most hits filed as inhibitors. actives 0.72% (n = 360,000); further: potency means the concentration at half of the fitted maximal effect; on the % scale 0 is the no-effect control and ±100 the full control effect; nearly all actives have a fitted effect of over 55% in size
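ATXN2-luciferase reporter cells (luciferase flanked by upstream and downstream ATXN2 gene portions) were treated 24 h at 37 °C with compounds at up to 57 uM. SteadyGlo luminescence gave expression; GF-AFC fluorescence gave viability.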
WRN inhibitor: blocks human WRN helicase; WRN helicase unwinding, fluorescent forked duplex, kinetic; Potency, µM (top dose mostly 114 µM), for inactives: at the top dose activity change, negative = inhibition, usual class: inhibitors; actives 0.46% (n = 360,000); AID 651768; further: potency means the concentration at half of the fitted maximal effect; on the % scale 0 is the no-effect control and ±100 the full control effect; nearly all actives have a fitted effect of over 55% in size
Target sequence (Q14191 whole entry, looked up): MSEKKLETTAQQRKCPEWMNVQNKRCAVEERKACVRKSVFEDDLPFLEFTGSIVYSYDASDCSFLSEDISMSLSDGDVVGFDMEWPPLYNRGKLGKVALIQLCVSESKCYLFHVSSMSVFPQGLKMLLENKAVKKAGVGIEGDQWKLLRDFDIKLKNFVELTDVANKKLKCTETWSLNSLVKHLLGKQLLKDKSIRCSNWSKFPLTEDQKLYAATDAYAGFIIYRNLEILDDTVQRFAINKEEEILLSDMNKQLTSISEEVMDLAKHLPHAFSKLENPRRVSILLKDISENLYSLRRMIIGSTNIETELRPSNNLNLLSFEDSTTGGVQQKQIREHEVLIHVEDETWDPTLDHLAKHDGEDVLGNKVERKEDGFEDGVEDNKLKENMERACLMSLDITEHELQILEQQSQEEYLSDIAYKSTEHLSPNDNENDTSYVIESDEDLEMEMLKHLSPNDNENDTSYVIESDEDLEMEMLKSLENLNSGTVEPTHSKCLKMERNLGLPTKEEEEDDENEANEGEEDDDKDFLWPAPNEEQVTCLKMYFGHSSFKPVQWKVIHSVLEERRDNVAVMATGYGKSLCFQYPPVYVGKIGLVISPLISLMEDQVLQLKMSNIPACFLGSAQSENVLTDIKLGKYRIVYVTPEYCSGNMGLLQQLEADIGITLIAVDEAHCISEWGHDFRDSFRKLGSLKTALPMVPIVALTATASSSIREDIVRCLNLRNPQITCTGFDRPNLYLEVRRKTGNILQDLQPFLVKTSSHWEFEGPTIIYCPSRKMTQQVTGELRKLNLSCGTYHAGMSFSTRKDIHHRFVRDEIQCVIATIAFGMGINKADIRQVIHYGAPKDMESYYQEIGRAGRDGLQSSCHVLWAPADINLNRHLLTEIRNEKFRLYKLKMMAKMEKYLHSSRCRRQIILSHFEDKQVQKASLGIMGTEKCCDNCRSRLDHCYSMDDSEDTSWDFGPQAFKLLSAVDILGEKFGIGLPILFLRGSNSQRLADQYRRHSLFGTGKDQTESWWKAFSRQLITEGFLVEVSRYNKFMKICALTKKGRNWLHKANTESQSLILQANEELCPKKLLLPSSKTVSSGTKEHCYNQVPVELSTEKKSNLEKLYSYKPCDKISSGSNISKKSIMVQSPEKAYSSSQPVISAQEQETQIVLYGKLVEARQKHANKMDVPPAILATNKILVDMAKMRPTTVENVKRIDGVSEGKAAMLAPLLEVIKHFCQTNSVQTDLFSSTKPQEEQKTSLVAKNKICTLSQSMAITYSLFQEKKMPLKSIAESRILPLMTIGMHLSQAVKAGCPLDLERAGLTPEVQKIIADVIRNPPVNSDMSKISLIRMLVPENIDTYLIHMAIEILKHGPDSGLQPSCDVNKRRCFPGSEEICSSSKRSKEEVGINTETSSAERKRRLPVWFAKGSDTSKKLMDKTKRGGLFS
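Fluorescence dequenching readout, ex 525 nm/em 598 nm, kinetic mode: forked duplex DNA (100 nM final) with adjacent fluorophore and quencher unwound by WRN (20 nM final) with 2 mM ATP. Compound preincubation 15 min, room temperature.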
KB-3-1 cytotox: KB-3-1 parental cell cytotoxicity. actives 1.4% (n = 400,000). Potency, µM (series often up to 46.1 µM), inactives show at the highest dose activity change, negative = cytotoxic, usual class: cytotoxic. AID 1347075. KB-3-1 viability, CellTiter-Glo ATP luminescence, 72 h; further: potency means the concentration at half of the fitted maximal effect; on the % scale 0 is the no-effect control and ±100 the full control effect; nearly all actives have a fitted effect of over 60% in size
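Here the drug-naive KB-3-1 line serves as comparator for MDR sub-line selectivity; cells received compound titrations, 72 h at 37 °C, then CellTiter-Glo readout.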
HT1080NT lethal: kills 2HG-producing HT-1080-NT fibrosarcoma cells | HT-1080-NT fibrosarcoma viability, CellTiter-Glo ATP luminescence, 48 h | Potency, µM (doses to about 46.1 µM), without a hit: top-dose activity, negative = less viability, actives largely listed as cytotoxic | actives 1.6% (n = 360,000) | AID 686970;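 further: NT is the 2HG producing partner of a matched IDH1 knockdown line; potency means the concentration at half of the fitted maximal effect; 0% = DMSO-treated cells and -100% = media-only wells without cells; nearly all actives have a fitted effect of over 55% in size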
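Viability of the 2HG-overproducing fibrosarcoma line after 48 hours of compound exposure at 37 degrees C was determined by luminescence with CellTiter-Glo, and concentration-effect curves were then fitted and categorized.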
MCF10A rereplic: DNA re-replication induction in MCF 10a cells; Potency, µM (series often up to 46.1 µM), inactives show top-dose activity, positive = re-replication, usual class: activators; actives 2.9% (n = 350,000); MCF 10A DNA re-replication, Hoechst nuclear intensity, 48 h; further: potency means the concentration at half of the fitted maximal effect; % of control where 0% means no effect; nearly all actives have a fitted effect of over 50% in size
HT1080 IDH1KD tx: toxicity to HT-1080 IDH1 knockdown cells (counter line). HT-1080 IDH1 knockdown viability, ATP luminescence, 48 h. Potency, µM (series often up to 46.1 µM), for the others: at the highest dose activity, negative = toxicity, actives largely listed as cytotoxic. AID 686971. actives 2% (n = 360,000);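 further: potency means the concentration at half of the fitted maximal effect; 0% = DMSO wells and -100% = cell-free medium wells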
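Knockdown cells (IDH1KD HT-1080) received compounds 2 h after plating at 750 cells/well and were kept 48 h at 37 °C in 5% FBS RPMI. A CellTiter-Glo luminescence read gave % activity for curve fitting.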
IL-1B inflam inh: blocks inflammasome-driven IL-1 beta release; activity change, % at 57.5 µM; THP-1 LPS/ATP IL-1B secretion, AlphaLISA, 16 h; active compounds read low; actives 4.7% (n = 360,000); in the data active means activity change below about -50%; inconclusive means mostly about -30% to -49%; further: on the % scale 0 is the no-effect control and ±100 the full control effect
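THP-1 cells pretreated 1 hr with compounds (up to 57.5 uM final), then stimulated with LPS (250 ng/mL final) plus ATP (1.25 mM final); secreted IL-1B measured by AlphaLISA after 16 hr, decreased signal indicating inhibition.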
SW480 rereplic: DNA re-replication induction in SW480 cells; SW480 DNA re-replication, Hoechst DNA content imaging, 48 h; Potency, µM (series often up to 46.1 µM), without a hit: at the highest dose re-replication activation, hits mostly activators; actives 1.8% (n = 340,000); AID 624297; further: potency means the concentration at half of the fitted maximal effect; % of control where 0% means no effect; nearly all actives have a fitted effect of over 55% in size
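DNA re-replication was detected as more nuclei of elevated Hoechst intensity after 48 hr exposure to compound (23 nL pinned per well of 250 cells).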
Starred values were filed as active, the others as inactive; i = inactive; ? = inconclusive; . = not tested or not shown; [ ] = dose if it differs, or a comment. Unless noted, the call rests on the fitted dose curve; in most records, active means well fitted curve in the direction sought with a large enough effect; inconclusive means small, poorly fitted or top-dose-only effect, or another doubt; inactive means no such curve, though single readings can be large; an effect the other way counts as inactive or inconclusive.

molecule,KB-V1 MDR tox,ATXN2 expr inh,WRN inhibitor,KB-3-1 cytotox,HT1080NT lethal,MCF10A rereplic,HT1080 IDH1KD tx,IL-1B inflam inh,SW480 rereplic
CCc1ccc(C(=O)NNC(=O)c2ccc(=O)n(C)n2)cc1,6%,2%,5%,-2%,0%,5%,7%,-9,4%
CCC(C)NC(=O)Cn1c(COc2ccc(Cl)cc2Cl)nc2ccccc21 (stereo not given),-21%,76%[activator],5%,-2%,16%,2%,12%,-13,?
CSCCC(NC(=O)COc1ccccc1)C(=O)NCc1cccs1 (stereo not given),0%,0%,-2%,3%,-3%,-14%,-1%,6,-4%
Cc1ccnc(NS(=O)(=O)c2ccc(NC(=O)C3CC3)cc2)n1,6%,-1%,-16%,-6%,2%,0%,3%,i,-5%
COc1ccc(C(O)c2ncc(C(F)(F)F)cc2Cl)cc1 (stereo not given),-24%,-9%,12%,0%,10%,-2%,9%,5,-7%
COC(=O)c1sccc1NC(=O)c1ccc(C(C)C)cc1,?,15%,3%,-1%,-18%,?,0%,7,1%
S=C(NCCN1CCCCC1)Nc1ccccc1,-31%,.,4%,1%,0%,5%,0%,8,-7%
Nc1cc(=O)[nH]c(SCC(=O)N2N=C(c3ccc4ccccc4c3)CC2c2ccccc2)n1 (stereo not given),2%,-21%,-10%,?,?,?,?,-11,1%
CCCCn1c(N)c(N(CCOC)C(=O)c2cccc(S(=O)(=O)N(C)c3ccc(C)cc3)c2)c(=O)[nH]c1=O,0%,10%,-7%,8%,6%,1%,1%,-2,0%
COc1ccccc1NC(=O)CN1CCC(n2c(C)nc3cc(F)ccc32)CC1,-22%,5%,0%,19%,-10%,2%,-4%,14,-3%
O=C(Oc1ccc(/C=N/O)cc1)c1ccccc1,25%,-1%,18%,3%,2%,-184%[0.0737 µM],-12%,-1,8%
CC1=C(C(=O)OC(C)C)C(c2cccs2)C(C(=O)OC(C)C)=C(C)N1,-4%,-18%,-5%,3%,?,3%,?,-73*,-3%
CCOc1ccc(NC(=O)CN(C)C(=O)CSC(C)C(=O)Nc2cc(C)on2)cc1OCC (stereo not given),14%,9%,4%,15%,10%,3%,14%,10,-6%
O=C(NCc1cccs1)C1CCN(S(=O)(=O)c2ccc3c(c2)OCCO3)CC1,11%,-4%,-2%,2%,14%,-3%,10%,-1,-5%
Cc1ccc(Nc2nnc(SC(C)C(=O)NCC3CCCO3)s2)cc1 (stereo not given),?,2%,-8%,-6%,6%,-2%,10%,-7,-7%
COCCCNC(=O)Cn1nnc(-c2ccccc2NC(=O)c2ccccc2F)n1,-14%,16%,-5%,16%,-2%,?,3%,-3,?
Cc1nnc(SC(C)C(=O)Nc2ccc3ccccc3c2)[nH]c1=O (stereo not given),-5%,9%,1%,-3%,0%,?,7%,18,-4%
COc1cc(C)nc(Oc2ccc(OCCOc3ccccc3)nn2)n1,-6%,14%,-4%,0%,8%,21%,13%,85,-23%
CCOC(=O)Nc1cccc(OCC(=O)Nc2ccc3c(c2)CCC3)c1,-18%,.,1%,-22%,1%,?,0%,11,-5%
O=C(NC1CCCCC1)NC1(C(=O)N2CCN3CCCC3C2)CCCCC1 (stereo not given),23%,0%,0%,20%,9%,14%,14%,16,?
Cn1nc(C(F)(F)F)c(-c2ccc(F)cc2)c1NC(=O)Nc1ccc(F)cc1,?,-34%,-4%,?,23µM*,-27%,?,.,-14%
CCc1ccc(OCCNC(=O)c2ccccc2SCc2ccccc2)cc1,?,21%,-15%,?,-24%,16µM*,?,-10,8%
COc1ccc2[nH]cc(CCNS(=O)(=O)c3ccccc3)c2c1,12%,4%[11.3 µM],-24%,2%,-3%,-10%,-12%,-9,-2%
Nc1cc(OC(=O)c2ccccc2Br)nn1S(=O)(=O)c1ccccc1,20%,1%,30%,1%,-2%,?,?,12,-9%
Cc1ccc(C2N3CC4([N+](=O)[O-])CN2CC([N+](=O)[O-])(C3)C4(C)C)cc1 (stereo not given),0%,.,0%,7%,7%,-2%,15%,10,-4%

Some of the entries above in another layout.
Values run as follows: KB-V1 MDR tox | ATXN2 expr inh | WRN inhibitor | KB-3-1 cytotox | HT1080NT lethal | MCF10A rereplic | HT1080 IDH1KD tx | IL-1B inflam inh | SW480 rereplic
CSCCC(NC(=O)COc1ccccc1)C(=O)NCc1cccs1 (stereo not given)
  0% | 0% | -2% | 3% | -3% | -14% | -1% | 6 | -4%
Cc1ccnc(NS(=O)(=O)c2ccc(NC(=O)C3CC3)cc2)n1
  6% | -1% | -16% | -6% | 2% | 0% | 3% | i | -5%
COc1ccc(C(O)c2ncc(C(F)(F)F)cc2Cl)cc1 (stereo not given)
  -24% | -9% | 12% | 0% | 10% | -2% | 9% | 5 | -7%
COC(=O)c1sccc1NC(=O)c1ccc(C(C)C)cc1
  ? | 15% | 3% | -1% | -18% | ? | 0% | 7 | 1%
S=C(NCCN1CCCCC1)Nc1ccccc1
  -31% | . | 4% | 1% | 0% | 5% | 0% | 8 | -7%
Nc1cc(=O)[nH]c(SCC(=O)N2N=C(c3ccc4ccccc4c3)CC2c2ccccc2)n1 (stereo not given)
  2% | -21% | -10% | ? | ? | ? | ? | -11 | 1%
CCCCn1c(N)c(N(CCOC)C(=O)c2cccc(S(=O)(=O)N(C)c3ccc(C)cc3)c2)c(=O)[nH]c1=O
  0% | 10% | -7% | 8% | 6% | 1% | 1% | -2 | 0%
COc1ccccc1NC(=O)CN1CCC(n2c(C)nc3cc(F)ccc32)CC1
  -22% | 5% | 0% | 19% | -10% | 2% | -4% | 14 | -3%

Continuation:
molecule,KB-V1 MDR tox,ATXN2 expr inh,WRN inhibitor,KB-3-1 cytotox,HT1080NT lethal,MCF10A rereplic,HT1080 IDH1KD tx,IL-1B inflam inh,SW480 rereplic
Cc1ccc(NC(=S)N(CCCN2CCOCC2)Cc2cccs2)c(C)c1,0%,-11%,-11%,4%,8%,1%,12%,45,2%
CCC(CO)Oc1cc(NCc2ccc(OC)cc2)c2ncn(C(C)C)c2c1 (stereo not given),-4%,3%,1%,7%,0%,9%,-6%,-5,-10%
CCOc1ncccc1C(=O)NCc1ccccc1Cl,-6%,-25%,-5%,-2%,0%,0.92µM*,2%,-9,?
CC1(C)CC(=O)C=C(c2n[nH]nc2C2CCCCC2)C1,4%,-2%,-6%,3%,10%,.,4%,-4,.
COc1ccc(C(=O)CSc2ncn[nH]2)cc1OC,-7%,24%,1%,13%,5%,-1%,2%,3,-61%[inhibitor]
O=C(NCC1CC1)C1Cc2c(-c3ccc(Cl)cc3)ccnc2O1 (stereo not given),?,-16%,-15%,-19%,-17%,.,-20%,-21,.
COc1ccc(NC(=O)CCNC(=O)Cn2ccc3ccccc3c2=O)cc1Cl,2%,-12%,2%,10%,-14%,3%,-14%,-2,-5%
CCOc1ccccc1C(=O)NC1CCN(Cc2nnnn2C2CCCC2)CC1,9.2µM*,2%,1%,-7%,-2%,21%,-1%,-11,-1%
Cc1cc(C)n2nc(CC(=O)NNC(=O)c3ccc(N(C)C)cc3)nc2n1,-2%,4%,-1%,5%,-2%,5%,15%,14,2%
COC(=O)c1cc(OC)nc2c1c(=O)n(C)c(=O)n2C,-17%,3%,12%,?,-2%,2%,-3%,16,-184%[inhibitor]
CCc1ccc(NC(=O)C(=O)NCC2CCCO2)cc1 (stereo not given),-9%,.,8%,-1%,-4%,3%,-1%,-14,-7%
O=C(COC(=O)CSc1nnc(-c2ccc(Cl)cc2)o1)NCc1ccc2c(c1)OCO2,0%,-18%,0%,17%,-5%,0%,-1%,19,1%
COc1ccccc1NC(=O)Nc1nnc([C@@H]2C[C@H](O)[C@@H](CO)O2)s1,-4%,12%,4%[57.1 µM],17%,17%,.,19%,17,.
CCOC(=O)NC1(C(F)(F)F)C(=O)N(Cc2ccccc2)C2=C1C(=O)CC(C)(C)C2 (stereo not given),-6%,.,-1%,2%,7%,7%,3%,-15,-6%
Cc1ccccc1Nc1nnc(SCC(=O)Nc2ccccc2[N+](=O)[O-])s1,-4%,-6%,-9%,-8%,0%,-4%,-1%,-11,-5%
Cc1[nH]n(-c2ccccc2)c(=O)c1C(c1ccccc1C(=O)O)c1c(C)[nH]n(-c2ccccc2)c1=O,-1%,-3%,3%,-9%,-6%,5%,-9%,14,-249%[inhibitor]
CC(C)[C@H](NC(=O)OC(C)(C)C)c1cc(C(=O)N2CCOCC2)c(N)s1,-5%,.,-3%,8%,4%,.,20%,17,.
Cc1nn(Cc2ccc(C(=O)Nc3nccs3)cc2)c(C)c1Cl,21µM*,-12%,-9%,16µM*,2%,5.8µM*,-3%,3,-4%

Random draw from the library; overall some 12% were active at least once.
